PABP1 MLLE inh: blocks PAM2 peptide binding to the PABP1 MLLE domain. P11940. GST-MLLE / FITC-PAM2 fluorescence polarization. inhibition, % at 20 µM. 360,000 tested, 0.36% active. AID 588489; in the data active = inhibition above about 35%, passing the limit was not always enough;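 also: plate controls were DMSO wells with GST-MLLE for no effect and wells lacking GST-MLLE protein for full effect; some results filed as inactive read as strong as hits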
Target sequence (P11940 whole entry, looked up, the tested form may be a part): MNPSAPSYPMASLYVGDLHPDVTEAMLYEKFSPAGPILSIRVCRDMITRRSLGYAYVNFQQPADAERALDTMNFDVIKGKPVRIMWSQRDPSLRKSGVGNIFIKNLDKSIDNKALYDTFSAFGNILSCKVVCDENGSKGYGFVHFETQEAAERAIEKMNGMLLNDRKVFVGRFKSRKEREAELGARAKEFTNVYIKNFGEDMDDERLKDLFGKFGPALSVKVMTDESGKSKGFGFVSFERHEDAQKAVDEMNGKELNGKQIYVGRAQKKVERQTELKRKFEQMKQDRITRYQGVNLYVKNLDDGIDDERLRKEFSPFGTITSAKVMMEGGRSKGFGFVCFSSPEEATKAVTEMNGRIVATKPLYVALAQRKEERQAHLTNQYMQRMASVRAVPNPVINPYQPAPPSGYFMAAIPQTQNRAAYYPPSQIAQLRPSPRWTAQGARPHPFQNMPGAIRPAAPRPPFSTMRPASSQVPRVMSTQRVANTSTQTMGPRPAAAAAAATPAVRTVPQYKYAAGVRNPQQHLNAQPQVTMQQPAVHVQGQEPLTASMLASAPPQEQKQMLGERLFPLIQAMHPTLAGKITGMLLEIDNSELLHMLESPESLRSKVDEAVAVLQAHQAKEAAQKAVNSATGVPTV
MsrA inh: inhibitors of bovine MsrA | purified bovine MsrA, absorbance read-out | inhibition, % at 15.5 µM | 360,000 tested, 0.75% active | AID 651718; in the data active = inhibition above about 4.5%;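 also: 0% = vehicle wells with enzyme and 100% = reference inhibitor wells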
eLon inh: inhibitors of E. coli Lon protease; 360,000 tested, 0.42% active; P0A9M0; inhibition, % at 7.94 µM; purified E. coli Lon protease, fluorescence polarization; in the data active = inhibition above about 13%, passing the limit was not always enough;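 also: 0% = enzyme with probe and DMSO and 100% = no enzyme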
MT1-MMP act inh: inhibitors of human MT1-MMP activation; HT1080 RFP-PRO-GFP cells, GFP/RFP ratio fluorescence, overnight; percent of plate control window, DMSO zero; GFP/RFP ratio change, % at 20 µM; 360,000 tested, 0.061% active; AID 651647;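 active = GFP/RFP ratio change of at least 30% with cell ATP level not reduced by more than half and red fluorescence within 50% of control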; also: strong numbers were not always called active
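system = RFP-PRO-GFP reporter HT1080 cells | dosing = 20 µM single dose, 1% DMSO | timing = overnight cell settling, then overnight compound exposure, 37 °C, 5% CO2 | read-out basis = GFP/RFP fluorescence ratio | controls = DMSO and RFP-L50D-GFP cell wells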
SKN-1 block: inhibitors of C. elegans SKN-1; AID 624304; C. elegans VP596 Pgst-4::GFP/RFP ratio, acrylamide-induced, 24 h; 360,000 tested, 0.49% active; inhibition, % at 21.8 µM;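 active = interference check ratio from 0.5 to 1.5 plus GFP to RFP signal ratio inhibition reaching or exceeding a fixed threshold, cut at about 30% in these data, passing the limit was not always enough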; also: some compounds called inactive have numbers as strong as hits
bovine MsrA act: bovine methionine sulfoxide reductase A activation | purified bovine MsrA, absorbance read-out | 360,000 tested, 0.3% active | activation, % at 10.6 µM; in the data active = activation above about 7.5%;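 also: 0% = vehicle and 100% = reference activator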
FAS TE block: FAS thioesterase (human) inhibition. P49327. AID 602261. 360,000 tested, 0.67% active. recombinant FAS-TE, OMFH fluorogenic substrate, fluorescence endpoint. inhibition, % at 15 µM;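 active = compounds whose normalised, plate-corrected inhibition of enzyme fluorescence in the single-dose primary screen is 50% or more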;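 also: 0% = DMSO with enzyme and 100% = substrate without enzyme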
CendR NRP1 mod: modulators of CendR peptide binding to human neuropilin-1; O14786; FAM-RPARPAR peptide binding to NRP-1, fluorescence polarization; inhibition, % at 25 µM; 360,000 tested, 0.85% active;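 active = inhibition or corrected inhibition above about 18%, plus a signal ratio from 0.5 to 1.5, limit read from the data, passing the limit was not always enough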; also: strong numbers were not always called active
TbMetRS inhib: Trypanosoma brucei MetRS inhibition. AID 624268. purified T. brucei MetRS, ATP depletion, Kinase-Glo luminescence. 360,000 tested, 0.4% active. inhibition, % at 11.9 µM;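 active = inhibition above a per-plate cutoff of the control wells' mean inhibition plus 3 SD, cut at about 5.5% in these data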;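 also: 0% = DMSO wells median and 100% = median of wells with control inhibitor compound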
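Material: T. brucei methionyl-tRNA synthetase, purified; reagent: substrates ATP, L-methionine and bulk Escherichia coli tRNA; dosing: 11.9 µM single point; timing: 15 min plus 2 h at 25 °C; detection: luminescence of leftover ATP; evaluation: % inhibition; control set: DMSO-only wells as low control; replicates: singlicate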
Numbers without * were called inactive; nt = not tested or not shown.

Values run as follows: FAS TE block, bovine MsrA act, MT1-MMP act inh, eLon inh, CendR NRP1 mod, MsrA inh, PABP1 MLLE inh, TbMetRS inhib, SKN-1 block
CCOc1ccc(C(=O)Nc2cccc(-c3nc4cccnc4o3)c2)cc1Cl
→ 5.4, -14.1, nt, 2.9, 6.4, nt, -0.7, -1.4, -10.5
O=[N+]([O-])c1cc(F)cc(F)c1Nc1cc(F)cc(F)c1
→ 9.0, -6.7, 3.6, 2.3, 3.9, -0.7, 0.1, 0.0, 15.0
COc1ccccc1CNC(=O)COC(=O)C1CC1
→ -5.5, -12.7, 2.6, -11.9, 1.9, -0.3, 2.3, -0.5, 6.1
COC(=O)c1ccc(-n2c(C)cc(C(=O)COC(=O)C3=COCCO3)c2C)cc1
→ 3.0, -6.3, 5.7, 2.2, 2.5, 0.5, 4.3, -0.3, -8.6
O=C(NC(=S)Nc1nc(-c2ccc(Br)cc2)cs1)c1ccco1
→ 0.6, -2.6, 8.5, -1.2, 9.0, -0.5, 26.4, -0.6, 4.7
Cc1ccc(Cc2nc3ccccc3n2C(CCc2ccccc2)c2nc3ccccc3[nH]2)cc1 (stereo unspecified)
→ nt, nt, -3.5, nt, 8.9, -0.9, nt, 0.5, 12.9
CCOC1=C2[C@@H](CN(S(=O)(=O)c3ccccc3C)[C@H]2c2ccc(Cl)cc2)[C@H]2C(=O)N(c3ccccc3)C(=O)[C@H]2C1
→ 83.3*, -2.4, -2.8, 0.1, 22.2*, 0.0, 2.0, -0.6, -1.7
O=C(Cn1cnc2cc([N+](=O)[O-])ccc2c1=O)Nc1ccc(N2CCOCC2)cc1
→ 6.8, -8.4, -6.8, -3.6, -6.5, 1.5, -9.4, 0.6, 3.6
O=C(O)c1ccccc1NC(c1ccccc1)c1ccc2cccnc2c1O (stereo unspecified)
→ 21.7, -9.7, 2.4, -5.2, -8.7, 0.7, 22.2, -0.4, 3.9
Cc1c(C#N)c2n(c1C)CCCC(=O)N2
→ -6.6, -4.1, -0.2, -3.5, 6.6, -0.1, -14.7, -0.2, 1.2
CC1(C)CC(CC(=O)Nc2ccc([N+](=O)[O-])cc2)C(=O)O1 (stereo unspecified)
→ -2.6, -1.3, 4.0, -5.9, -16.2, 1.6, -3.5, 0.5, 15.7
O=C(NC1CCCCC1)c1cccc2c(-c3ccc(F)c(F)c3)coc12
→ 13.4, -4.0, -5.9, -15.1, 3.8, 0.6, 7.7, -0.1, 15.3
CNS(=O)(=O)c1ccc(CNC[C@H]2O[C@@H](n3cnc4c(=O)[nH]c(N)nc43)[C@H](O)[C@@H]2O)cc1
→ -6.8, 6.0, -0.1, -7.8, 14.5, -0.6, -13.2, 0.6, 5.8
O=C(CSc1ccccn1)Nc1ccc2c(c1)oc1ccccc12
→ 22.9, -2.6, 1.0, -0.2, 6.6, -0.3, 3.3, 0.7, 1.8
COc1ccccc1S(=O)(=O)N(C)C[C@H]1Oc2ncc(Br)cc2C(=O)N([C@H](C)CO)C[C@H]1C
→ -8.0, -3.4, 1.0, 1.5, -14.1, 1.1, -3.3, 0.3, -3.6
COc1cc2ccccc2cc1C(=O)Nc1nccs1
→ -2.5, -8.8, -5.1, -9.3, 1.2, -1.4, -8.8, -0.6, 57.6*
COc1ccc(/C=C/c2nnc(NC(=O)CC(C)C)s2)cc1
→ 2.8, -3.8, -2.5, 4.5, -5.3, 0.3, -17.9, -0.2, 22.0
COc1cccc(NC(=O)Cn2cnc3sc(C)c(S(=O)(=O)N4CCN(C)CC4)c3c2=O)c1
→ -7.7, -2.0, 1.6, -4.4, 1.9, 0.4, 9.5, 0.8, 3.3
CCCNC(=O)C(Cc1cccc(Br)c1)NC(=O)c1ccc(C#N)cc1 (stereo unspecified)
→ 25.0, -2.7, -2.4, 3.4, 7.8, 0.1, -14.3, -0.1, -2.1
Cc1ccc(NC(=O)CNCc2ccccn2)cc1S(=O)(=O)N(C)C
→ -4.4, -4.0, -4.7, 0.2, 0.9, 1.7, -5.4, -0.6, 1.6
Cc1nn(Cc2ccc(Cl)cc2)c(C)c1NC(=O)c1cc(-c2ccco2)on1
→ -3.2, -13.3, 11.8, -11.2, -23.4, 0.0, -19.7, -1.5, 5.5
Cc1ccc(C(=O)N2CCN(c3ccccn3)CC2)cc1
→ -6.2, -2.5, 4.1, -9.1, 1.0, -0.8, -13.8, -0.2, -17.3
CCCCN(C)C(=O)c1ccc2c(c1)N(CC)C(=O)c1ccccc1S2=O (stereo unspecified)
→ -0.8, -1.4, 2.0, -3.6, 10.6, 1.3, -4.9, -0.6, 8.7
Cc1cccc(C(=O)Oc2ccc(/C=N/O)cc2)c1
→ -5.1, -0.7, 3.8, -0.7, -7.7, 0.5, 3.6, 0.3, 3.9
O=c1[nH]cc(C=NNc2ccccc2)c(=O)[nH]1
→ -1.9, 1.7, 3.8, -4.6, 1.8, -0.7, 17.4, -0.5, -7.0
CC1CCCC(NC(=O)Cc2ccc(Br)cc2)C1C (stereo unspecified)
→ 21.1, 0.3, -1.4, 7.3, 3.0, -0.5, 8.9, -0.2, 15.5
Cc1ccc(NC(=O)CN(C)Cc2nc3ccccc3c(=O)[nH]2)c(Br)c1
→ -0.1, -4.1, -5.4, 7.2, -4.2, 0.8, 3.0, -0.7, 7.2
Cc1ccccc1OCCOC(=O)c1cc(S(=O)(=O)N2CCCCC2)ccc1N1CCOCC1
→ 28.5, -1.4, -6.1, -6.6, -0.5, 1.1, -0.6, 0.0, 2.9
NC(=NCc1ccc2c(c1)OCO2)NC(=O)c1ccccc1
→ -14.3, -0.7, 5.5, 14.0, -3.8, 1.1, 6.8, 1.1, 4.2
CN1C(=O)C(O)(C2CCCCCC2=O)c2ccccc21 (stereo unspecified)
→ -8.4, -7.9, 0.1, 0.0, -15.7, -0.7, 1.4, -1.1, -10.2

SKN-1 block: hit marks shown above.
Compound	bovine MsrA act	MT1-MMP act inh	eLon inh	CendR NRP1 mod	MsrA inh	PABP1 MLLE inh	TbMetRS inhib	SKN-1 block
COc1cc2ccccc2cc1C(=O)Nc1nccs1	-8.8	-5.1	-9.3	1.2	-1.4	-8.8	-0.6	57.6*

More records follow.
Values run as follows: FAS TE block, bovine MsrA act, MT1-MMP act inh, eLon inh, CendR NRP1 mod, MsrA inh, PABP1 MLLE inh, TbMetRS inhib, SKN-1 block
Cc1cc(-c2ccccc2)nc(N/N=C/c2cccnc2)n1
→ -2.7, -3.0, 4.1, -4.4, 0.5, 1.9, -20.1, -0.4, -6.5
CCOc1ccccc1OCC(=O)OC(C)C(=O)Nc1ncc(Cl)cc1Cl (stereo unspecified)
→ -8.3, -3.2, 1.9, 14.0, -9.8, -0.5, 8.5, 0.6, 17.9
Cc1ccc2c(c1)C(=O)N1[C@H]3c4ccccc4OC[C@@H]3[C@H](c3ccccc3)[C@]1(C)C(=O)N2
→ 71.2*, -3.3, -13.9, -0.5, -12.0, nt, 3.3, -0.2, -6.0
COc1ccc(C(C(=O)NC2CCCC2)N(Cc2cccnc2)C(=O)Cc2cccs2)cc1OC (stereo unspecified)
→ -1.8, -8.3, -0.2, 7.8, -1.1, -1.2, 2.9, -0.9, 6.2
Cc1oc(-c2ccc3c(c2)OCCO3)cc1C(=O)NCC(=O)O
→ -2.3, -18.6, -0.2, -6.2, -1.8, 1.7, 20.4, -4.8, 8.1
Cc1ccc2cc3c(NS(=O)(=O)c4cccc5nonc45)nn(CC(C)C)c3nc2c1
→ 5.9, -1.0, 4.1, 4.0, 13.6, 0.7, -10.7, -0.8, 2.6
O=C(N/N=C/c1cccc([N+](=O)[O-])c1)C1CC1c1ccccc1 (stereo unspecified)
→ 39.5, -6.5, 0.2, 3.2, -1.9, -0.8, 2.1, 0.2, -1.9
Cc1ccccc1-c1nc(CS(=O)CC(=O)NCCc2ccc(Cl)cc2)c(C)o1 (stereo unspecified)
→ 3.9, -0.7, 1.5, -2.6, -10.7, 0.5, 13.7, 0.1, 8.1
O=C(COc1ccc(Cl)cc1)NCC(=O)N1CCC2(CC1)NCCc1[nH]cnc12
→ -8.4, -0.5, -0.5, -3.2, -2.4, 0.0, -12.8, 0.2, 23.2
CCCCc1nc2cc(C(=O)N3CCC(OC)CC3)ccc2o1
→ 4.1, -7.1, -5.2, 1.6, 11.1, -0.1, 1.1, -0.1, 10.9
CS(=O)(=O)n1nc(OC(=O)c2cc(Br)ccc2Cl)cc1N
→ -3.7, -4.3, -0.2, 4.5, -0.5, -0.8, -3.9, -0.2, 3.2
COc1ccc(C(=O)N2N=C3CC(C)(C)OCC3C2c2ccccc2)cc1 (stereo unspecified)
→ -6.3, -1.6, 4.5, -3.7, 8.7, 0.1, 6.6, -0.2, 1.3
O=C(Nc1ccccc1)NC1(C(=O)NCc2cccs2)CCCCC1
→ -2.4, -0.1, -2.3, -7.2, 6.6, -0.9, -1.5, 0.2, 22.3
C=CCNC(=O)c1c(Cl)nc(C)c([N+](=O)[O-])c1C
→ -8.5, -2.0, 2.7, -2.3, 6.2, 1.1, 10.7, -0.1, 8.2
CCN(CC)c1ccc(NC(=O)CN2CCN(S(=O)(=O)c3cc(Cl)ccc3OC)CC2)cc1
→ 17.7, -2.3, 5.1, -4.7, -7.1, 0.0, 11.2, 0.4, 9.7
Cc1cccc(C)c1-n1nnnc1C(c1ccnc2ccccc12)N1CCN(CCN(C)C)CC1 (stereo unspecified)
→ -11.9, -0.3, 2.4, 0.2, 4.1, 1.1, nt, -0.4, 15.6
COc1ccccc1OCC(=O)Nc1cc(NC(=O)COc2ccccc2OC)cc(C(=O)O)c1
→ -1.4, -2.5, -0.6, -5.0, 16.9, -0.3, 14.7, 0.1, -0.2
CC[C@H](C)[C@H](NC(=O)OCc1ccccc1)C(=O)OCC(=O)N1CCN(c2ccc(F)cc2)CC1
→ 27.5, 1.1, -4.3, -6.1, 3.2, 0.0, 6.7, -0.3, 12.9
COC(=O)[C@]1(Cc2ccccc2)N[C@H](c2ccc(-c3ccc4c(c3)OCO4)cc2)[C@@H]2C(=O)N(C)C(=O)[C@@H]21
→ 85.7*, -8.2, -2.8, 5.4, 0.0, 0.1, -0.8, -0.3, -6.9
CCC1(CC)Cc2ccccc2C(=O)N1
→ -4.4, -3.5, 3.6, -3.2, 0.4, -0.3, -3.0, 0.6, 2.3
Cc1nnc(SCC2CCCO2)n1-c1ccccc1 (stereo unspecified)
→ -4.6, -4.0, 5.0, -2.3, 3.4, -0.5, 18.2, -0.8, 12.9
C#CCNC(=O)C1=C[C@H](c2ccc(Br)cc2)[C@@H](CCCO)[C@H](OCC)O1
→ -4.0, 0.7, -0.4, -3.2, 3.8, -0.3, -20.5, -0.2, 6.7
COCc1ccc(CN2CCC(n3nccc3NC(=O)C(OC)c3ccccc3)CC2)o1 (stereo unspecified)
→ -5.9, -13.1, -3.4, 5.9, -2.3, 0.2, -5.9, -0.7, -2.1
Cc1ccc(C(=O)CC(C(=O)O)P(=O)(c2ccccc2)c2ccccc2)cc1 (stereo unspecified)
→ -1.7, 0.5, 0.7, 6.5, 10.8, 1.1, -6.6, 1.3, 1.7
COC(=O)c1nc2ccccc2s1
→ -6.4, -0.1, 4.0, 4.4, 4.5, 0.0, 0.8, -0.1, -2.6
Cc1ccccc1NC(=O)c1nc(S(C)(=O)=O)ncc1Cl
→ 10.9, -2.8, 1.1, 1.0, 5.4, -1.3, 26.2, -0.2, 0.8
O=C(CN1CCCC1)Nc1ccc(NC(=O)Nc2ccccc2Cl)cc1
→ -6.1, 0.3, 4.3, -5.5, 4.2, -0.1, 8.6, 0.2, 15.4
NC(=O)COC(=O)/C=C/c1ccccc1[N+](=O)[O-]
→ -6.2, -2.9, 5.0, 5.9, -20.1, 2.0, 18.0, -0.7, 2.4

From PubChem BioAssay
